Bioassay records as filed in PubChem BioAssay.
AID2073: inhibitors of Mint1-CaV2.2 protein interaction, biochemical, HTRF (AID 2073). HTRF protein-protein interaction, Mint1-CaV2.2; higher % means a stronger effect. one-dose inhibition, % at 20 µM; IC50 in µM for titrated hits. 290,000 compounds, 0.19% hits; in the data active = inhibition mostly above about 51%, no sharp cut-off; also: some results filed as inactive read as strong as hits
LYP phosphatase: PTPN22 lymphoid phosphatase activity blockers – biochemical, fluorescence intensity, uHTS (AID 1779). recombinant LYP phosphatase, fluorescence intensity; higher % means a stronger effect. inhibition, % at 11.5 µM; hits with a dose series show IC50 in µM. 290,000 compounds, 0.054% hits;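 also: plate controls were vehicle with enzyme for no effect and no enzyme for full effect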
NOD2 inhibition: NOD2 signaling inhibitors, cell-based, luminescence, uHTS, HEK293 (AID 1566); 290,000 compounds, 0.63% hits; one-dose inhibition, % at 4 µM; EC50 in µM for titrated hits; HEK293 NOD2/NF-kB luciferase reporter, luminescence; higher % means a stronger effect; also: many of its hits are not listed in these tables
M17LAP inhibition: P. falciparum M17LAP inhibitors, primary screen, biochemical, fluorogenic H-Leu-NHMec substrate, 1536-well (AID 1619); recombinant M17LAP, H-Leu-NHMec fluorogenic kinetic assay; higher % means a stronger effect; inhibition, % at 30 µM, or IC50 in µM where a hit was titrated; 220,000 compounds, 0.38% hits;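 active = compound inhibiting the enzyme by more than half at any dose during confirmatory dose-response retesting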;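 also: plate controls were full reaction with DMSO carrier for no effect and no enzyme background for full effect; strong numbers were not always called active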
Siah-1 displacement: Siah-1 peptide-binding antagonists, primary screen, biochemical, fluorescence polarization, rhodamine-plectin, uHTS (AID 1817); 290,000 compounds, 0.02% hits; Siah-1 / rhodamine-plectin peptide fluorescence polarization; higher % means a stronger effect; displacement, % at 20 µM; hits with a dose series show IC50 in µM;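 active = displacement of at least 50% at 20 µM, with a fluorescence ratio check between 0.3 and a set limit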;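 also: plate controls were Siah plus tracer with DMSO for no effect and tracer alone without Siah for full effect; strong numbers were not always called active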
Hep lipid drop: modulators of hepatic lipid droplet formation; AML12 mouse hepatocytes, oleate lipid droplets, BODIPY imaging; inhibition, % at 6.5 µM; 240,000 compounds, 0.4% hits;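 active = lipid droplet intensity inhibited by at least 50%, with more than 500 cells counted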
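material = mouse AML12 hepatocyte cell line, fixed after treatment | also added = 100 µM oleic acid challenge | doses = compound at 6.5 µM only | schedule = overnight exposure | technique = Image-based BODIPY and DAPI two-channel analysis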
CSM14.1 death rescue: rescue of cells from ER stress-induced death, primary screen, 384-well, CSM14.1, thapsigargin, ATP luminescence (AID 1222); 190,000 tested, under 10 active; one-dose cellular ATP content (survival), % at 20 µM; EC50 in µM for titrated hits; CSM14.1 thapsigargin-induced death rescue, ATP luminescence; higher % means a stronger effect;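 active = EC50 below 50 µM in the dose-response confirmation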;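 also: death triggered by thapsigargin at about 15 µM added after 2 h compound pretreatment; cell ATP read after overnight thapsigargin exposure of roughly 18 to 22 hours; normalized against plate controls of thapsigargin alone and 5% DMSO vehicle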
XIAP antagonists: XIAP antagonists, biochemical, IAP family, fluorescence polarization (AID 1018) | 200,000 compounds, 0.007% hits | XIAP BIR domain, fluorescence polarization peptide displacement; higher % means a stronger effect | one-dose displacement, % at 20 µM; IC50 in µM for titrated hits; in the data active = displacement above about 50%; also: a part of the inactive calls stands beside numbers as strong as those of hits
M1AAP inhibition: malaria alanyl aminopeptidase activity blockers – biochemical, fluorogenic H-Leu-NHMec substrate, 1536-well (AID 1445) | recombinant M1AAP, H-Leu-NHMec fluorogenic kinetic assay; higher % means a stronger effect | inhibition, % at 30 µM; hits with a dose series show IC50 in µM | 220,000 compounds, 0.42% hits;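 active = primary inhibition above the hit cutoff, then over 50% inhibition at one or more dose response concentrations, cut at about 23% in these data, passing the limit was not always enough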;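 also: plate controls were DMSO full reaction for no effect and no enzyme background for full effect; strong numbers were not always called active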
Hep lipid drop cells 6.5 µM: further read-out of Hep lipid drop, marked with its call; cell count; measured here: cell count, cytotoxicity flag;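 cells counted across two imaged fields per well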
* hit, by the source's call; . = no result given. Rule as the data show it, unless noted: active = inhibition above about 50%; inactive = the rest.

SMILES	AID2073	LYP phosphatase	NOD2 inhibition	M17LAP inhibition	Siah-1 displacement	Hep lipid drop	Hep lipid drop cells 6.5 µM	CSM14.1 death rescue	XIAP antagonists	M1AAP inhibition
CC(C)C[C@H](NC(=O)N1CCn2c1nc1ccccc12)C(=O)NCc1ccco1	3%	-6%	4%	.	5%	-2	749	.	.	.
COC(=O)c1sccc1NC(=O)c1ccc(OC)c([N+](=O)[O-])c1	13%	-12%	14%	-2%	6%	16	608	-0.2%	-1.8%	-1%
c1ccc(NC2=NCCN2CCC2CCCC2)cc1	11%	-16%	-3%	.	3%	10	761	.	.	.
O=C(O)c1ccc(/C=N/NC(=O)c2cc(-c3ccc4c5c(cccc35)CC4)n[nH]2)cc1	22%	3%	34%	27µM*	5%	1	661	-0.8%	-8.7%	14%
CCOCCCNC(=O)C1CCC(CNS(=O)(=O)c2cccc3nsnc23)CC1 (stereo unspecified)	8%	-2%	-6%	-2%	12%	20	729	0.7%	-5.2%	2%
Cc1ccc(NC(=O)C2CCN(S(=O)(=O)c3ccc(F)cc3)CC2)cc1	-3%	-4%	-11%	-1%	1%	0	731	-2.1%	-6.2%	0%
C#CCNC(=O)/C=C/c1ccc(C)cc1	3%	2%	-107%	-22%	2%	4	752	-6.3%	-6.5%	13%
Cn1ccs/c1=N\S(=O)(=O)c1ccc(Br)cc1	-11%	-4%	10%	-5%	1%	.	.	-1.0%	-3.9%	-2%
CC(=O)NCCCc1nc2ccccc2n1Cc1c(F)cccc1Cl	20%	-4%	1%	3%	-7%	1	722	.	.	9%
CCCOc1ccc(/C(O)=C2\C(=O)C(=O)N(CCCOC)C23C(=O)N(C)c2ccccc23)cc1 (stereo unspecified)	11%	8%	9%	14%	-7%	1	750	1.9%	-13%	-1%
CS(=O)(=O)c1ccc2nc(NC(=O)c3cc(-c4ccccc4)nn3-c3ccccc3)sc2c1	46%	8%	32%	-4%	-6%	38	687	1.6%	-4.8%	8%
Cc1cc(C(=O)CSc2nnc(Nc3ccccc3)s2)c(C)n1CC1CCCO1 (stereo unspecified)	-1%	-3%	2%	28%	3%	.	.	2.2%	-7.6%	5%
CCOC(=O)N1CCC(NC(=O)c2cc(C(=O)Nc3ccc(OC)c(OC)c3)ccc2CO)CC1	21%	-15%	14%	1%	-4%	.	.	-1.1%	-5.0%	4%
O=C(Nc1cccc(C(F)(F)F)c1)c1cc(Br)cc2c1OCC2	17%	-10%	3%	2%	20%	-16	591	.	.	6%
CC1CCCC(n2c(=S)[nH]c3ccccc3c2=O)C1C (stereo unspecified)	-24%	-5%	0%	0%	0%	.	.	-1.8%	-6.6%	1%
CS(=O)(=O)N(CC(=O)N1CCN(c2ccccc2)CC1)c1ccc(Cl)c(C(F)(F)F)c1	13%	-5%	2%	5%	0%	-11	776	-0.2%	-15%	1%
CCOC(=O)CSC1=NN2CCS(=O)(=O)N=C2S1	-5%	-7%	7%	-10%	6%	10	673	0.2%	-10%	-6%
CC(C)CC(=O)N1CCN(S(=O)(=O)c2ccc3ccccc3c2)CC1	2%	-3%	27%	-3%	2%	10	788	2.6%	-4.8%	-2%
O=C(O)c1ccc2noc(-c3ccccc3)c2c1	7%	-3%	-81%	16%	4%	1	745	1.2%	-2.5%	7%
COc1ccccc1CN(CC(=O)NCc1ccc2c(c1)OCO2)C(=O)c1csnn1	3%	-9%	-29%	.	-3%	-8	753	.	.	.
CCC1CCC(c2nnc(-c3ccc(Br)cc3)o2)CC1 (stereo unspecified)	5%	-1%	5%	-12%	4%	25	665	-2.0%	-1.3%	3%
Cn1cccc1/C=N/N1CCN(Cc2ccc(Cl)cc2)CC1	-70%	-8%	-3%	5%	-5%	2	706	.	.	0%
O=C(OCc1cccc(Cl)c1)c1cc(S(=O)(=O)N2CCCCC2)ccc1N1CCOCC1	18%	0%	3%	.	15%	-7	821	.	.	.
Cc1cccc(OCCn2c(=O)n(C)c3ccccc32)c1	3%	-2%	-71%	7%	-2%	.	.	-1.7%	-4.3%	4%
CCN(CC)C(=O)N1CCC(NC(=O)Cc2ccccc2)CC1	4%	-4%	11%	8%	-3%	.	.	-2.3%	-3.5%	10%
COc1ccc(C2=Nn3c(C)nnc3SC2)cc1	-4%	-10%	5%	.	-2%	-1	729	.	.	.
Nc1c(C(=O)OCC(=O)Nc2ccc(Cl)cc2[N+](=O)[O-])[nH]c(=O)[nH]c1=O	15%	-3%	18%	10%	1%	-4	649	.	.	8%
CCCOc1ccc(N2C(=O)CC(N3CCC(C(=O)OCC)CC3)C2=O)cc1 (stereo unspecified)	-4%	2%	6%	-2%	-2%	.	.	-2.0%	-1.6%	-4%
O=C1CC(N(O)c2ccccc2)C(=O)N1c1ccc(Cl)c(Cl)c1 (stereo unspecified)	-16%	-4%	24%	-3%	8%	-1	643	.	.	12%
COc1ccc(-c2cc(=O)c3cc(C)ccc3[nH]2)cc1	10%	0%	-82%	-1%	-2%	.	.	-7.1%	-3.6%	1%
COc1ccc(/C=N/NC(=O)COc2ccc3ccccc3c2)c(C(=O)O)c1OC	6%	-3%	-4%	10%	-2%	5	622	-1.9%	-6.9%	1%
O=C(CSc1n[nH]c(-c2cccs2)n1)NC1CCS(=O)(=O)C1 (stereo unspecified)	10%	-12%	7%	.	11%	-2	855	.	.	.
CC(=O)NC(NC(C)=O)c1ccc(N(C)C)cc1	-8%	-5%	11%	-3%	4%	3	750	-1.5%	-5.9%	15%
COc1ccc(-c2nc(N3CCCC3)[nH]c(=O)c2C#N)cc1	15%	4%	-6%	-1%	2%	16	711	3.3%	-4.2%	7%
COc1ccc2nc(NC(=O)CN(c3ccc(C)cc3)S(=O)(=O)c3c(C)nn(C)c3C)sc2c1	0%	-4%	22%	-7%	-4%	.	.	-5.3%	-12%	-2%
O=C(O)CC(Sc1n[nH]c(=S)s1)C(=O)O (stereo unspecified)	13%	-7%	14%	5%	0%	-2	732	.	.	6%
Cc1cc(C)cc(NCc2cc(=O)oc3cc(C)c(O)cc23)c1	46%	-5%	9%	.	10%	-3	854	.	.	.
CN(C)S(=O)(=O)c1cccc(NC(=S)NCc2ccc3c(c2)OCO3)c1	0%	4%	8%	-8%	-2%	-11	690	-2.4%	-4.8%	2%
O=C(COc1ccc(Cl)cc1)NCc1nnc(SCC(=O)Nc2ccc(F)cc2F)o1	25%	-10%	7%	7%	-5%	2	736	-0.4%	-2.8%	10%
Cc1cc(C(C)(C)C)cc(C)c1Cn1c2[n+](c3ccc(C(F)(F)F)cc31)CCCCC2	9%	-8%	9%	12%	-4%	-9	704	2.4%	-5.5%	11%
Cn1nnnc1SC1CC(=O)N(c2ccccc2)C1=O (stereo unspecified)	45%	-8%	12%	-3%	12%	.	.	-1.2%	-1.5%	-2%
S=c1[nH]nc(-c2cccnc2)n1C1CCCCC1	-15%	-10%	14%	3%	10%	28	650	-1.8%	-6.4%	3%
Cc1ccc(CN(c2ccc(C(=O)NCc3ccc4c(c3)OCO4)cc2)S(C)(=O)=O)cc1	1%	0%	6%	4%	6%	-6	763	-2.0%	-4.3%	4%
Cc1c(C(=O)N/N=C/c2cccs2)nc2ccccn12	-1%	-4%	-2%	40%	2%	-4	625	-2.5%	-9.9%	13%
CCCn1c2ccc(/C(C)=N\O)cc2c2cc(/C(C)=N/O)ccc21	8%	2%	16%	-13%	2%	.	.	-1.2%	-1.5%	-6%
O=C(CCCC(=O)NCCc1ccccc1)NCCc1ccccc1	-3%	-7%	-7%	-7%	0%	8	712	-0.4%	-8.4%	-2%
NNc1cc(C(=O)O)ccc1Cl	-4%	-7%	-5%	11%	12%	-5	370	.	.	3%
NC(=O)c1cc(-c2ccccc2)sc1NC(=O)Cc1ccc(S(=O)(=O)N2CCOCC2)s1	18%	-7%	11%	9%	4%	9	741	4.9%	-0.7%	0%
COc1ccc(NC(=O)CCCc2ccc(OC)c(C)c2)cc1	8%	-5%	14%	.	-4%	-12	842	.	.	.

Reformatted with two lines to a compound: entries from further up.
Order of values – AID2073	LYP phosphatase	NOD2 inhibition	M17LAP inhibition	Siah-1 displacement	Hep lipid drop	Hep lipid drop cells 6.5 µM	CSM14.1 death rescue	XIAP antagonists	M1AAP inhibition
- S=c1[nH]nc(-c2cccnc2)n1C1CCCCC1
 : -15%	-10%	14%	3%	10%	28	650	-1.8%	-6.4%	3%
- Cc1ccc(CN(c2ccc(C(=O)NCc3ccc4c(c3)OCO4)cc2)S(C)(=O)=O)cc1
 : 1%	0%	6%	4%	6%	-6	763	-2.0%	-4.3%	4%
- Cc1c(C(=O)N/N=C/c2cccs2)nc2ccccn12
 : -1%	-4%	-2%	40%	2%	-4	625	-2.5%	-9.9%	13%
- CCCn1c2ccc(/C(C)=N\O)cc2c2cc(/C(C)=N/O)ccc21
 : 8%	2%	16%	-13%	2%	.	.	-1.2%	-1.5%	-6%
- O=C(CCCC(=O)NCCc1ccccc1)NCCc1ccccc1
 : -3%	-7%	-7%	-7%	0%	8	712	-0.4%	-8.4%	-2%
- NNc1cc(C(=O)O)ccc1Cl
 : -4%	-7%	-5%	11%	12%	-5	370	.	.	3%
- NC(=O)c1cc(-c2ccccc2)sc1NC(=O)Cc1ccc(S(=O)(=O)N2CCOCC2)s1
 : 18%	-7%	11%	9%	4%	9	741	4.9%	-0.7%	0%
- COc1ccc(NC(=O)CCCc2ccc(OC)c(C)c2)cc1
 : 8%	-5%	14%	.	-4%	-12	842	.	.	.

Not all compounds are listed. The share of hits here may be higher or lower than overall.
